High-throughput results as filed in PubChem.
NPYLR7 ag: activates Aedes aegypti NPYLR7 receptor; HEK293T NPYLR7/Galpha15, GCaMP6s calcium fluorescence; activation, % at 10 µM; 270,000 tested, 0.15% active; AID 1259423; in the data active = activation above about 40%;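 also: 0% = vehicle and 100% = reference agonist at the receptor; some compounds past the cut are filed as inactive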
hcGAS inh: blocks human cGAS activity. inhibition, % at 12.5 µM. recombinant h-cGAS, ATP depletion, Kinase-Glo luminescence. 290,000 tested, 0.081% active. AID 1259398;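 also: 0% = vehicle reaction and 100% = reaction without DNA for no activity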
Target sequence (Q8N884 whole entry, looked up): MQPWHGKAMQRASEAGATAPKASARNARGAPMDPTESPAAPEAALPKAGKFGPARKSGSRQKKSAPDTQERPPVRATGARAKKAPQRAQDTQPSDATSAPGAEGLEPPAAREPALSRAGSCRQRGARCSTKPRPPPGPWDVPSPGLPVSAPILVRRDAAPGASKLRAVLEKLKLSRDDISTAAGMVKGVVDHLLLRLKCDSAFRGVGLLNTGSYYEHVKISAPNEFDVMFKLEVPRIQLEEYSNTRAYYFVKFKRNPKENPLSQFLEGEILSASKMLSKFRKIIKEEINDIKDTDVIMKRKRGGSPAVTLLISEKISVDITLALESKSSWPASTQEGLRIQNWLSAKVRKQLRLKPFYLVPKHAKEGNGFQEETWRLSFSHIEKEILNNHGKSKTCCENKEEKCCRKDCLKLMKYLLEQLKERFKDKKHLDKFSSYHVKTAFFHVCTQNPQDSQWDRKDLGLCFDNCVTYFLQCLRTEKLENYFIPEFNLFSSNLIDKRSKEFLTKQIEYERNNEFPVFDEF
mcGAS inh: inhibitors of mouse cGAS; recombinant cGAS, Kinase-Glo ATP depletion luminescence; AID 1259399; 160,000 tested, 0.15% active; inhibition, % at 12.5 µM; Q8C6L5;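 also: 0% = negative control wells and 100% = reference inhibitor with no enzyme activity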
An asterisk follows results filed as active; · = not tested or not shown; & = joins results of further samples. Rule as the data show it, unless noted: active = inhibition above about 40%; inactive = the rest.

SMILES	NPYLR7 ag	hcGAS inh	mcGAS inh
C=CCC1(NCCc2ccccc2)CCCCC1	-16	-7	·
Cn1c(-c2ccncc2)nn(CN2CC=C(c3ccccc3)CC2)c1=S	·	2	-3
CC1(C)C(C(=O)N2CCCC2)C1(C)C	9	-3	·
CCN1CCN(c2ncnc3c2nnn3CC)CC1	1	0	·
O=C(O)Cc1csc(Cc2ccccn2)n1	13	-4	·
CN(C)c1ccc(C=C2C(=O)NC(=O)NC2=O)cc1Br	7	6	-8
CN(CCc1c[nH]c2ccc(NC(=O)CC(C)(C)C)cc12)C1CCCCC1	26	-12	-9
COc1cccc([C@@H]2CN(C(=O)c3ncc(C)[nH]3)[C@@H]3C4CCN(CC4)[C@@H]32)c1	4	-2	-8
Cc1cc(C)n2ncc(CN(C)C(C)Cc3ccccn3)c2n1 (configuration not stated)	0	-3	-17
C[C@]12CCC(=O)C[C@@H]1CC[C@@H]1[C@@H]2CC[C@@]2(C)[C@H]1CC[C@]2(C)O	-10	-3	·
COc1ccc(C2SCC(=O)N(CC(=O)O)c3c2c(C(C)(C)C)nn3-c2ccccc2Cl)cc1OC (configuration not stated)	-3	-1	-3
Cc1nc(C)c(CC(=O)N2C[C@H]3CC[C@@H]2CN(C2CCOCC2)C3)c(=O)[nH]1	·	-16	-8
CN1CC(CO)=C[C@@H]2c3cccc4[nH]cc(c34)C[C@H]21	21	-4	0
O[C@@H]1CCCC[C@H]1N1CCC(c2ccccc2)CC1	-14&-5	-3&-7	-6
Nc1ccc2c(c1)C13CCN4CC5=CCOC6CC(=O)N2C1C6C5CC43 (configuration not stated)	4	0	·
O=C(Cc1cccc(F)c1)N1CCN(Cc2ccc(-c3noc(-c4cccs4)n3)cc2)CC1	·	-8	-6
O=P(NC1CCCCC1)(NC1CCCCC1)Oc1ccccc1	-7	-3	·
Cc1nc(CC(=O)N(C)C2CCCN(CCCc3ccccc3)C2)cs1 (configuration not stated)	17	-11	·
COc1ccc2c(c1)c(C(=O)NC1CCC1)nn2Cc1ccc(OCc2ccccc2)cc1	11	-5	-6
CCCCP(=S)(c1ccccn1)c1ccccn1	0	-8&-6	·
CCn1nc(C)c(CNC(C)Cc2cccc(F)c2)c1C (configuration not stated)	2	0	0
CCOC(=O)C1=C(c2ccccc2)OC(=N)C(C#N)C12C(=O)Nc1ccccc12 (configuration not stated)	-5	2	2
CCCN1C2CCC1CC(C(=O)N(CCC(=O)OC)C(C)C)C2 (configuration not stated)	-15	5	·
CCOC(=O)[C@H]1CN(C(=O)c2ccc3c(c2)OCCCO3)[C@]2(C)C(=O)N(C)c3ccccc3[C@H]12	5	3	-5
COc1cc2c(cc1OC)[C@@H]1C(=O)c3ccc(OC)c(CC=C(C)C)c3O[C@@H]1CO2	-3	2	·
c1ccc(CN2CC[C@H]3CC[C@@H](C2)N3)nc1	16	1	-9
CCOCC1CCC2(CCNCC2)O1 (configuration not stated)	·	-13	-8
CN1C(=C2C=NN(c3ccccc3)P2(=S)N2CCOCC2)C(C)(C)c2ccccc21 (configuration not stated)	12	-6	·
COCCN1C[C@H]2CC[C@@H]1CN(c1cc(C(F)(F)F)cc(C)n1)C2	·	-15	-6
Cc1nonc1CC(=O)N1CCCC(N2CCN(Cc3ccc4c(c3)OCO4)CC2)C1 (configuration not stated)	2	-8	·

21 of the compounds above, as a markdown table:
| Structure | NPYLR7 ag | hcGAS inh | mcGAS inh |
| --- | --- | --- | --- |
| CN(CCc1c[nH]c2ccc(NC(=O)CC(C)(C)C)cc12)C1CCCCC1 | 26 | -12 | -9 |
| COc1cccc([C@@H]2CN(C(=O)c3ncc(C)[nH]3)[C@@H]3C4CCN(CC4)[C@@H]32)c1 | 4 | -2 | -8 |
| Cc1cc(C)n2ncc(CN(C)C(C)Cc3ccccn3)c2n1 (configuration not stated) | 0 | -3 | -17 |
| C[C@]12CCC(=O)C[C@@H]1CC[C@@H]1[C@@H]2CC[C@@]2(C)[C@H]1CC[C@]2(C)O | -10 | -3 | · |
| COc1ccc(C2SCC(=O)N(CC(=O)O)c3c2c(C(C)(C)C)nn3-c2ccccc2Cl)cc1OC (configuration not stated) | -3 | -1 | -3 |
| Cc1nc(C)c(CC(=O)N2C[C@H]3CC[C@@H]2CN(C2CCOCC2)C3)c(=O)[nH]1 | · | -16 | -8 |
| CN1CC(CO)=C[C@@H]2c3cccc4[nH]cc(c34)C[C@H]21 | 21 | -4 | 0 |
| O[C@@H]1CCCC[C@H]1N1CCC(c2ccccc2)CC1 | -14&-5 | -3&-7 | -6 |
| Nc1ccc2c(c1)C13CCN4CC5=CCOC6CC(=O)N2C1C6C5CC43 (configuration not stated) | 4 | 0 | · |
| O=C(Cc1cccc(F)c1)N1CCN(Cc2ccc(-c3noc(-c4cccs4)n3)cc2)CC1 | · | -8 | -6 |
| O=P(NC1CCCCC1)(NC1CCCCC1)Oc1ccccc1 | -7 | -3 | · |
| Cc1nc(CC(=O)N(C)C2CCCN(CCCc3ccccc3)C2)cs1 (configuration not stated) | 17 | -11 | · |
| COc1ccc2c(c1)c(C(=O)NC1CCC1)nn2Cc1ccc(OCc2ccccc2)cc1 | 11 | -5 | -6 |
| CCCCP(=S)(c1ccccn1)c1ccccn1 | 0 | -8&-6 | · |
| CCn1nc(C)c(CNC(C)Cc2cccc(F)c2)c1C (configuration not stated) | 2 | 0 | 0 |
| CCOC(=O)C1=C(c2ccccc2)OC(=N)C(C#N)C12C(=O)Nc1ccccc12 (configuration not stated) | -5 | 2 | 2 |
| CCCN1C2CCC1CC(C(=O)N(CCC(=O)OC)C(C)C)C2 (configuration not stated) | -15 | 5 | · |
| CCOC(=O)[C@H]1CN(C(=O)c2ccc3c(c2)OCCCO3)[C@]2(C)C(=O)N(C)c3ccccc3[C@H]12 | 5 | 3 | -5 |
| COc1cc2c(cc1OC)[C@@H]1C(=O)c3ccc(OC)c(CC=C(C)C)c3O[C@@H]1CO2 | -3 | 2 | · |
| c1ccc(CN2CC[C@H]3CC[C@@H](C2)N3)nc1 | 16 | 1 | -9 |
| CCOCC1CCC2(CCNCC2)O1 (configuration not stated) | · | -13 | -8 |

The list goes on:
SMILES	NPYLR7 ag	hcGAS inh	mcGAS inh
N#Cc1ccc(C=NNP(=S)(c2ccccc2)c2ccccc2)cc1	3	-1	-3
COCCNC(=O)CN1C(=O)CSC(c2cccs2)c2c(C(C)(C)C)nn(-c3cccc(C)c3C)c21 (configuration not stated)	4	0	-3
CN1CCN(C)C2(CCN(c3nccc(C(F)(F)F)n3)CC2)C1	29	-8	-12
CN1CC2(CCCN(Cc3cc(-c4ccccn4)no3)C2)OC1=O (configuration not stated)	4	-5	·
CCc1nn2c(=O)cc(N3CCNCC3)nc2s1	7	-3	·
COC(=O)c1ccc(COC(CN2CCN(C(=O)Cc3ccc(OC)cc3)CC2)c2cccc(OC)c2)cc1 (configuration not stated)	·	-12	-6
CCCN1CCc2cc(O)cc3c2[C@H]1Cc1ccc(O)c(O)c1-3	0	-6	0
Cc1nc2ccccn2c1CC(=O)N1CCCN2CCC[C@H]2C1	7	-8	-9
NC(=O)c1ccc(NC(=O)c2nn(Cc3ccc(S(=O)(=O)N4CCCc5ccccc54)cc3)c3ccccc23)cc1	23	-6	-5
NP(=O)(OCC(F)(F)F)Oc1ccccc1 (configuration not stated)	2	-3	·
Cc1cc(C)n2ncc(CN3CCCC4(CCNC4)C3)c2n1 (configuration not stated)	8	-5	·
OC1/C(=C/c2cc3ccccc3o2)N2CCC1CC2 (configuration not stated)	-1	2	-1
Cc1cc(C2C[C@H]3CC[C@@H](C2)N3Cc2cc3n(n2)CCNC3)ccc1F (some centres not stated)	19	-6	·
NC1CCCCC1c1ccc(C(F)(F)F)cc1 (configuration not stated)	1	-5	·

The list is partial; the hit share may differ from the screen's.
